E-selectin induc: E-selectin induction on HUVECs; hit rate 0.37% among 260,000; AID 686992; activation, % at 7.58 µM; HUVEC E-selectin immunofluorescence imaging; normalized: neutral wells 0, TNF-alpha wells 100; P16581;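 active = mean E-selectin-positive cell signal at least 10% of the positive control, reached in at least 60% of replicates, without over 20% cell loss; inconclusive = no rule given, readout overlaps actives, possibly toxicity-flagged; inactive = the rest, including those meeting only one limit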;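 note: in these data hits start at about 27%; measured in HUVEC primary endothelial cells; signal is the percent of cells scored E-selectin positive by PE staining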
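Read-out basis: % PE-positive cells; Test system: HUVEC primary endothelial cells; Technique: immunofluorescence imaging; Dosing: single-point compound dose.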
Xi reactivation: reactivates the inactive X chromosome in mouse fibroblasts; XiGFP mouse fibroblasts, % GFP-positive cells imaging, 3 d; cells co-treated with 5-aza-dC sensitizer; scaled so ellipticine positive control = 100%; activation, % at 7.58 µM; AID 743238; hit rate 0.055% among 360,000;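 active = mean normalized replicate activation at least 10% and every replicate at or above 10%; inconclusive = only one of the two criteria met; inactive = mean below 10% and not all replicates reach 10%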;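 note: 0% = median of on-plate neutral control wells and 100% = ellipticine 6 µM median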
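Assay system: SV40-immortalized XiGFP fibroblast cells, line 68-5-11; buffer or medium: DMEM plus 5-aza-dC sensitizer; compound: one concentration, pinned; timing: compounds 3 days, fix/stain 15 min at room temperature; benchmarks: positive control ellipticine, 6 µM final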
Casp6 inh: blocks human caspase-6 cleavage activity. P55212. hit rate 0.53% among 350,000. purified caspase-6, Z-VEID-R110 cleavage fluorescence. inhibition, % at 12.5 µM;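 active = mean inhibition across replicates at least about 35%, with every replicate also reaching that limit, limit read from the data; inconclusive = only one of the two criteria met; inactive = neither criterion met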;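 note: 0% = median of neutral control wells and 100% = no fluorescence left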
Target sequence (P55212 24-179 limits assumed): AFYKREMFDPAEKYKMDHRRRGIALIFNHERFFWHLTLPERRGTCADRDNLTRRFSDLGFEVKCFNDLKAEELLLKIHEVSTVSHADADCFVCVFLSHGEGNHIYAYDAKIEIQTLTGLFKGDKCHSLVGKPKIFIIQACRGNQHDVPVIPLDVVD
Target sequence (P55212 194-293 limits assumed): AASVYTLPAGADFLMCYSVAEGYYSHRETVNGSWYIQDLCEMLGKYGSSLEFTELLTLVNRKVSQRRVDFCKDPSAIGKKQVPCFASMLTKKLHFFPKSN
RAD54 branch: inhibitors of human RAD54 branch migration; RAD54 Holliday junction branch migration, FAM/BHQ fluorescence; inhibition, % at 10.4 µM; hit rate 0.14% among 360,000;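 active = mean normalized replicate activity at least 40 and at least half of replicates scoring 40 or more; inconclusive = only one of the two criteria met; inactive = mean below 40 and under half of replicates reaching 40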;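 note: 0% = median of neutral control wells and 100% = median of positive control wells; inhibitors cause a drop in the FAM fluorescence signal; in these data hits start at about 50%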
RAD52 inh: RAD52 (human) annealing inhibition; P43351; hit rate 0.46% among 360,000; inhibition, % at 18.7 µM; recombinant RAD52 DNA annealing, FRET fluorescence;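 active = every replicate showing at least 50% inhibition; inconclusive = mean inhibition at least 50% but not in every replicate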
Target sequence (P43351 whole entry, looked up): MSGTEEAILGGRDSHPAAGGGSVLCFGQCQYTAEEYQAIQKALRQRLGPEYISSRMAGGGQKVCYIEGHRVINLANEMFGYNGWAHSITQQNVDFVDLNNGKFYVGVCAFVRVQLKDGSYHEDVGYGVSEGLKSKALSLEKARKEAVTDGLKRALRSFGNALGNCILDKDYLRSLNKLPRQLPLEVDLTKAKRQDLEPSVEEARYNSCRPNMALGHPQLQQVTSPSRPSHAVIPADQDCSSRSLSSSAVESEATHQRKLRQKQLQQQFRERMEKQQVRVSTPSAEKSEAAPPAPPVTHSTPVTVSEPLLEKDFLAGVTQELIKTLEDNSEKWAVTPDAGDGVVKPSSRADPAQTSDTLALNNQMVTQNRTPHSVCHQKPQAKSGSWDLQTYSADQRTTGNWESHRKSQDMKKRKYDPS
INS-1E GSIS act: GLuc luminescence reporter in INS-1E cells, primary screen for activators of glucose-dependent secretion of insulin; INS-1E GLuc reporter insulin secretion, 2-3 h; activation, % at 16.6 µM; hit rate 0.61% among 370,000; AID 743287;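 active = lowest replicate activation of at least 40%, so every replicate reaches that level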;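 note: 0% = median of neutral control wells and 100% = median of IBMX positive control wells; some compounds called inactive have numbers as strong as hits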
DENV2 CPE rescue: DENV2-induced cell death inhibition. DENV2-infected cells, cytopathic effect rescue, plate reader. CPE inhibition, % at 9.99 µM. hit rate 1.7% among 350,000; in the data active = CPE inhibition above about 20%, passing the limit was not always enough; inconclusive = no clear call, values can overlap the other calls; tested in BHK-21 cells;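 note: 0% = median of neutral control wells and 100% = median of positive control wells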
CFTR F508del cor: CFTR F508del correction in bronchial cells; CFBE cells, YFP halide quenching; stimulated with forskolin plus potentiator P3; % fluorescence drop versus neutral controls; activity (quench increase), % at 7.58 µM; hit rate 0.36% among 350,000; AID 720511;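 active = mean added fluorescence quench of at least 8% versus neutral control, with both replicates also reaching 8%; inconclusive = only one of the mean or replicate conditions met; inactive = mean below 8% and not both replicates reaching 8%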;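 note: cells transiently co-express mutant CFTR-F508del with the halide-sensitive YFP; corrector assay measuring rescue of mutant channel to the surface after 24 h compound exposure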
Active calls of the source: *; ? = inconclusive; / = not tested or not shown.

SMILES	E-selectin induc	Xi reactivation	Casp6 inh	RAD54 branch	RAD52 inh	INS-1E GSIS act	DENV2 CPE rescue	CFTR F508del cor
C=CCNC(=O)COC(=O)c1cccnc1Nc1ccccc1F	4.3	0.0	0	-1	-30	18	-2	-2.9
CN1c2ccccc2N(C)C1(C)c1ccccc1	1.7	0.0	26	/	-88	-8	7	/
COc1cc([N+](=O)[O-])cc(/C=N/NC(=O)C(C)Nc2ccccc2C)c1O (centres undefined)	-0.2	-0.1	4	7	-3	/	4	/
CCOc1ccc2nc(N3C(=O)/C(=C/c4ccccc4)NC3=S)sc2c1	-0.3	0.1	-2	/	-91	14	?	0.9
O=c1c2c(-c3ccccc3)csc2ncn1/N=C/c1cccc([N+](=O)[O-])c1O	/	0.1	-1	8	-11	-16	-3	1.8
C[C@@H]1CN([C@@H](C)CO)C(=O)c2cc(NC(=O)CCCN(C)C)ccc2O[C@H]1CN(C)S(=O)(=O)c1ccc(F)cc1	1.7	-0.8	0	7	-10	22	18	0.2
COc1ccccc1-c1ccc2c(c1)O[C@H](CN(C)C(=O)c1ccncc1)[C@@H](C)CN([C@H](C)CO)S2(=O)=O	0.3	0.6	-1	-5	3	-4	-5	0.9
COC(=O)c1c(NC(=O)CSc2nnnn2-c2ccccc2)sc2c1CCC(C)C2 (centres undefined)	/	/	-8	/	-8	22	2	-1.1
O=c1c2cc(NC(=S)NC3CCCC3)ccc2nc2n1CCCCC2	1.3	-0.1	1	9	-18	3	-6	-1.6
C/C=C/c1ccc([C@H]2[C@@H](CO)N3C(=O)CN(Cc4ccc(F)cc4)C[C@@H]23)cc1	0.2	0.0	4	/	-18	-7	-2	0.4
Cc1ccnc(NC(=O)c2ccc(S(=O)(=O)NCc3ccco3)cc2)c1	/	0.1	7	4	0	6	-5	1.7
CCCNC(=O)C[C@H]1C[C@@H]2c3cc(NC(=O)Nc4ccc(OC)cc4)ccc3O[C@@H]2[C@@H](CO)O1	-0.1	0.1	-3	-5	7	-2	-4	6.1
Cc1cccc(C)c1-n1nnnc1C(c1ccnc2ccccc12)N1CCN(C(=O)OC(C)(C)C)CC1 (centres undefined)	-0.6	0.2	3	/	-5	5	-2	-0.4
CCc1nc2ccc(C(=O)Nc3ccc(OC)c(OC)c3)cn2c1N(C)C(=O)c1cccc(OC)c1	0.4	0.3	8	9	1	-9	-5	-1.0
O=C(Cn1ncc(Cl)c(Cl)c1=O)N1CCc2ccccc21	/	-0.1	1	/	-28	-4	-3	-5.1
Cc1ccsc1/C=N/NC(=O)CC(=O)NCC(C)C	/	0.1	-1	/	-7	15	/	-2.2
CCOC(=O)c1ccccc1N/C=C/C(=O)c1cccs1	/	-0.1	4	/	-63	-1	-4	-0.5
CCOc1ccc(CC(=O)NC2CCN(Cc3ccccc3)CC2)cc1	/	0.0	-9	13	-5	-11	-3	0.2
CC(=O)c1ccc(N(CC(=O)NC2CCCC2)C(=O)CCC(=O)Nc2cc(C)on2)cc1	/	0.0	6	-15	-2	9	0	-2.0
COC(=O)c1ccc(C2c3[nH]c4ccccc4c3C[C@H]3C(=O)N(C4CCN(Cc5ccccc5)CC4)CC(=O)N23)cc1 (some centres undefined)	0.3	0.0	0	7	-8	-3	-4	4.0
COc1ccc(CNC(=O)c2cccc(NC(=O)CC3SC(N4CCCCC4)=NC3=O)c2)cc1 (centres undefined)	-0.5	0.0	-3	-5	-184	-14	-2	0.3
C[C@@H](CN=[N+]=[N-])CN1CC[C@H](NC(=O)OCc2ccccc2)CCC1=O	/	0.0	0	0	0	-10	11	-1.1
CC(C)(C)c1ccccc1NC(=S)NC1CCCC1	-0.3	0.1	2	1	-14	21	-7	0.4
Cc1cccc(N2CCN(Cc3nc(CC4CC4)no3)CC2)n1	/	-0.1	-2	-11	-16	-1	-3	1.9
C[C@@H]1CCCCO[C@@H](CN(C)CC2CC2)[C@@H](C)CN([C@H](C)CO)C(=O)c2cc(NC(=O)NC3CCCCC3)ccc2O1	0.0	0.5	1	5	15	16	-4	-2.0
CCOc1ccccc1CN1CCN(CC2=Cc3cc(OC)ccc3OC2)CC1CCO (centres undefined)	-0.1	-0.3	0	/	-20	-27	3	2.3
O=C(COC(=O)c1ccc2ccccc2n1)c1ccc(F)cc1	/	-0.1	0	/	-8	-4	1	2.5
O=C(c1ccccn1)N1CC2(C1)[C@H](c1ccccc1)[C@H](CO)N2C(=O)C1CCCC1	0.0	0.3	-1	/	-2	-4	4	-1.5
CCc1ccccc1NC(=O)CCc1nc(-c2cccs2)no1	/	0.0	-1	/	-12	-8	-5	/
CN1c2ccc(-c3ccc(C#N)cc3)cc2[C@H]2[C@H](CCN2C(=O)NC2CCCC2)[C@@H]1CO	0.2	-0.1	0	5	-19	-14	-10	-2.8
CCCOc1ccc2[nH]cc(C(=O)O)c(=O)c2c1	/	/	-3	2	-3	-4	/	/
CCOC(=O)C1CCN(C(=S)Nc2ccc(Cl)cc2C)CC1	-8.6	0.1	-3	/	-7	-2	-1	-2.4
Cc1ccc(-n2c(SCc3ccc(C(=O)O)cc3)nnc2-c2ccncc2)cc1	/	-0.1	4	/	-4	23	-3	-0.9
C[C@H]1CN([C@@H](C)CO)S(=O)(=O)c2ccc(-c3cncnc3)cc2O[C@H]1CN(C)Cc1cccnc1	0.1	0.2	-1	-4	2	8	-1	-3.8
CCc1ccc(C2=C/C(=C/c3cccnc3)C(=O)O2)cc1	/	-0.1	3	-4	-2	-6	17	/
CS(=O)(=O)N1Cc2cc(C(=O)O)nc(-c3cccc(-c4ccccc4F)c3)c2[C@@H]1CCO	-0.1	0.4	9	/	/	0	5	-1.8
C[C@@H]1CN([C@@H](C)CO)C(=O)c2cc(NC(=O)CCCN(C)C)ccc2O[C@@H]1CN(C)S(=O)(=O)c1ccccc1	0.8	0.2	-1	8	-3	-5	-1	-0.8
O=C(Nc1cccc(S(=O)(=O)NCc2ccco2)c1)c1cc(-c2ccccc2)nc2ccccc12	/	0.0	2	/	0	9	0	0.5
O=C(C[C@@H]1C[C@@H]2c3cc(NC(=O)Cc4ccncc4)ccc3O[C@@H]2[C@H](CO)O1)NCCN1CCCCC1	-0.2	0.1	2	-3	30	12	-3	2.5
CC1=NN(c2ccc(S(=O)(=O)O)cc2Cl)C(=O)C1	/	0.0	47*	/	-1	-3	-4	0.1

Single records, from the list above.
Profile of C[C@@H]1CN([C@@H](C)CO)C(=O)c2cc(NC(=O)CCCN(C)C)ccc2O[C@@H]1CN(C)S(=O)(=O)c1ccccc1 : E-selectin induc: 0.8; Xi reactivation: 0.2; Casp6 inh: -1; RAD54 branch: 8; RAD52 inh: -3; INS-1E GSIS act: -5; DENV2 CPE rescue: -1; CFTR F508del cor: -0.8
Profile of Cc1ccc(-n2c(SCc3ccc(C(=O)O)cc3)nnc2-c2ccncc2)cc1 : E-selectin induc: /; Xi reactivation: -0.1; Casp6 inh: 4; RAD54 branch: /; RAD52 inh: -4; INS-1E GSIS act: 23; DENV2 CPE rescue: -3; CFTR F508del cor: -0.9
Profile of CCOc1ccccc1CN1CCN(CC2=Cc3cc(OC)ccc3OC2)CC1CCO (centres undefined) : E-selectin induc: -0.1; Xi reactivation: -0.3; Casp6 inh: 0; RAD54 branch: /; RAD52 inh: -20; INS-1E GSIS act: -27; DENV2 CPE rescue: 3; CFTR F508del cor: 2.3

The results go on.
SMILES	E-selectin induc	Xi reactivation	Casp6 inh	RAD54 branch	RAD52 inh	INS-1E GSIS act	DENV2 CPE rescue	CFTR F508del cor
O=C(NCc1ccccn1)[C@@H]1CCCN1C(=O)[C@@H]1CCCN1C(=O)c1cccc2ccccc12	1.9	0.2	3	/	-8	-8	?	-0.1
N=C(N)n1ncc2c1CCCC2=O	0.0	-0.1	-12	/	41	8	-7	-0.4
CC1(c2ccc3c(c2)OCCO3)NC(=O)N(CC(=O)Nc2ccccc2F)C1=O (centres undefined)	/	0.1	-1	0	-2	10	2	-0.7
COc1ccccc1-n1c(SCC(=O)Nc2ccc(Cl)cc2)nc(O)c(Cc2ccccc2)c1=O	0.0	0.0	-1	5	-7	/	-4	0.8
Cc1ccc(C(=O)NC(=S)NCCCN2CCOCC2)cc1	/	0.1	-2	-4	-14	-4	/	-1.2
O=c1c2cc(NC(=S)N3CCCCCC3)ccc2nc2n1CCCCC2	3.2	-0.2	0	/	-17	-17	-1	2.1
Cc1nc2cc(NCc3ccc(Cl)cc3)ccc2n1C	0.6	-0.1	-5	4	-1	-13	17	1.1
COc1ccc2c3c(n(C)c2c1)[C@@H](CO)N(C(=O)c1cccnc1)CC31CCN(S(=O)(=O)c2ccccc2)CC1	-0.1	0.2	/	/	/	3	39*	2.9
CS(=O)(=O)N1CC(=O)N2[C@H](CO)[C@H](c3ccc(C#Cc4cccc(F)c4)cc3)[C@@H]2C1	0.2	0.0	1	/	-23	-4	-2	0.0
O=C(CCN1CCCCC1)N[C@@H]1CC[C@@H](CCn2cc(-c3cccc(F)c3)nn2)O[C@H]1CO	0.4	0.4	-2	1	6	4	6	-3.9
CC(C)c1ccc(/C=C2\SC(=S)N(CCC(=O)NCCCn3ccnc3)C2=O)cc1	-0.1	-0.1	-3	3	-12	-13	3	1.0
Cc1cc(Cl)ccc1NC(=O)C1CCCN1C(=O)c1cccs1 (centres undefined)	/	0.1	0	/	-14	-7	-5	/
CN=C(C)/C(C(=O)OC)=C(/O)c1ccccc1F	/	0.0	-4	/	-10	-5	-7	0.0
O=C(CNc1cc(S(=O)(=O)N2CCOCC2)ccc1N1CCOCC1)Nc1cccc(C(F)(F)F)c1	0.4	0.0	1	-4	1	1	3	-1.6
COc1ccc(CN(C)C[C@H]2Oc3ccc(NS(=O)(=O)c4cccs4)cc3CC(=O)N([C@@H](C)CO)C[C@@H]2C)cc1	/	-0.7	1	/	19	19	-6	-0.7
CSc1ccc(/C=C(\C#N)C(=O)NC2CCCCC2)cc1	-0.2	0.2	/	/	/	18	/	-1.1
Cc1cc(Oc2cccnc2)ccc1NC(=O)CCc1c[nH]c2ccccc12	1.3	0.2	4	/	-72	34	13	4.6
COc1ccc(C(=O)Nc2ccc3c(c2)C(=O)N(C)C[C@H](OC)[C@@H](C)CN(C)[C@@H](C)CO3)cc1	7.9	-0.1	6	-11	21	3	11	0.5
Cc1c(C(=O)N2CC(C)OC(C)C2)[nH]c2ccc(Br)cc12 (centres undefined)	0.1	0.1	1	6	-2	-24	4	0.9
COc1cccc(CNC(=O)c2cc(C)nc3ccccc23)c1	-0.2	0.0	-1	/	-2	-10	5	1.3
COc1ccc(C(C)=O)cc1CC1(C)C(=O)Nc2ccc(OC(F)(F)F)cc21 (centres undefined)	-0.2	0.3	4	-7	-11	-22	?	-0.9
O=C(Nc1ccc(F)cc1)N1CC(=O)N2[C@H](C1)[C@@H](c1ccc(-c3ccccc3)cc1)[C@@H]2CO	0.3	0.3	2	/	9	-13	-2	0.3
CC(=O)Nc1cncc(-c2cccc(C(=O)N(C)C)c2)n1	0.2	0.1	/	11	-1	/	2	2.9
O=C(C[C@H]1CC[C@H]2[C@@H](COC[C@H](O)CN2C(=O)Nc2ccc(C(F)(F)F)cc2)O1)NCC1CCCCC1	0.8	-0.1	-1	2	3	-38	13	0.5

Compound activity deposited in PubChem by Broad Institute.
